GST TR-FRET counter = GST-antibody interaction or FRET quenching – biochemical, TR-FRET, artefact control for Vif-APOBEC3G degradation inhibitor project, dose response (AID 1117362). actives 2.8% (n = 3,600). IC50 in µM for hits, for the others inhibition, % at the top dose, mostly 100 µM. TR-FRET counter screen, biotin-GST/anti-GST signal;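 active = inhibition above 30% at one or more concentrations, seen consistently on every test date; inconclusive = results that disagree between repeat test dates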;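 note: biotinylated GST protein used in place of GST-Vif 1-94 and biotin-A3G peptide; detects fluorescence quenchers or blockers of GST binding to anti-GST antibody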
Numbers without * were called inactive.

For O=C1CC(c2ccco2)CC(O)=C1C=NCC1CCNCC1 (centres undefined) the results were GST TR-FRET counter 8.7%.
For O=C(O)C1Nc2c(Cl)cc(Cl)cc2C2C=CCC12 (centres undefined) the results were GST TR-FRET counter 4.2%.
For CN(C)S(=O)(=O)N1CCN(c2ccc(Cl)cc2)CC1 the results were GST TR-FRET counter 17%.
For N#CCOC(=O)c1sccc1-n1cccc1 the results were GST TR-FRET counter 1.9%.
`COc1ccc(CN2CCSCC2)cc1C` gave GST TR-FRET counter -1.4%.
`CCOc1ccccc1NC(=O)Cn1c(-c2ccc(Cl)cc2)noc1=O` gave GST TR-FRET counter 1.2%.
CC(=O)NCCn1c(SCC(=O)Nc2ccc(C)cc2)nc2ccccc2c1=O was read as GST TR-FRET counter -1.6%.
CCOC(=O)c1c(C)[nH]c(C(=O)OCC(=O)N2c3ccccc3CC2C)c1C (centres undefined) was read as GST TR-FRET counter -2.1%.
For CN(C)c1ccc(N=C/C=C2/N(C)c3ccccc3C2(C)C)cc1 the results were GST TR-FRET counter 45µM*.
`COCCNc1nnc(SC(C)C(=O)Nc2ccc(-c3nc4ccc(C)cc4s3)cc2)s1` (centres undefined) gave GST TR-FRET counter -10%.
Screening CC(SC1=NCCS1)C(=O)Nc1nnc(-c2ccc(Cl)cc2)s1 (centres undefined) returned GST TR-FRET counter -1.0%.
`O=[n+]1c2c(n([O-])c3cc(Br)ccc31)CCC2` gave GST TR-FRET counter 25%.
Screening Cc1sc(NC(=O)CSc2nnnn2C(C)C)c(C#N)c1C returned GST TR-FRET counter 0.8%.
Screening Cn1cc(Cl)c(C(=O)Nc2nc3ccccc3s2)n1 returned GST TR-FRET counter 3.0%.
Screening O=C(c1ccc2nc(-c3ccco3)c(-c3ccco3)nc2c1)N1CCN(c2ncccn2)CC1 returned GST TR-FRET counter 23%.
CCCCCC#CCC#CCC#CCC#CCCCC(=O)O was read as GST TR-FRET counter 2.8%.
For Nc1ccc(N2CCCCCC2)cc1 the results were GST TR-FRET counter 44µM*.
`NS(=O)(=O)c1ccc(N=Nc2c[nH]c(=O)c(O)c2)cc1` gave GST TR-FRET counter -4.2%.
For CCC(C(=O)OCC(=O)Nc1ccc(SC(F)F)cc1)c1ccccc1 (centres undefined) the results were GST TR-FRET counter 0.2%.
For O=C(CN1C(=O)CSC1=O)Nc1ccccc1N1CCOCC1 the results were GST TR-FRET counter 11%.
For CC(C)(C)OC(=O)NC(CCNC=C1C(=O)OC(C)(C)OC1=O)C(=O)O (centres undefined) the results were GST TR-FRET counter -4.1%.
Screening CCc1ccc(-c2nc(SCC(=O)c3c(N)n(C4CC4)c(=O)[nH]c3=O)n[nH]2)cc1 returned GST TR-FRET counter -1.8%.
CCC(Sc1nc(-c2ccccc2)cc(=O)[nH]1)C(=O)O (centres undefined) was read as GST TR-FRET counter -4.7%.
Screening Nc1nnc(CC2=CCCCC2)s1 returned GST TR-FRET counter -2.3%.
Screening CCCC(=O)Nc1ccccc1NC(C)=O returned GST TR-FRET counter -0.2%.
`COc1ccc(S(N)(=O)=O)cc1C(=O)OCC(=O)NC(C)(C#N)C1CC1` (centres undefined) gave GST TR-FRET counter 2.6%.
Screening O=CN/C=C/c1cc(O)ccc1O returned GST TR-FRET counter 20%.
Screening O=C1NC(=Nc2ccc(F)cc2)SC1Cc1ccc(F)cc1 (centres undefined) returned GST TR-FRET counter -2.7%.
O=C(NC(=S)N1CCN(c2c(Cl)cccc2[N+](=O)[O-])CC1)c1cccs1 was read as GST TR-FRET counter -3.6%.
`CCOC1(OCC)N=C(N)C2(C#N)C(c3cccc(OC)c3OC)C12C#N` (centres undefined) gave GST TR-FRET counter 5.6%.
COc1ccc(C2CC(c3cccs3)n3nc(N)nc3N2)cc1 (centres undefined) was read as GST TR-FRET counter 5.3%.
CCc1ccc(C(=O)Nc2cccnc2Oc2ccc(Cl)cc2)cc1 was read as GST TR-FRET counter 1.3%.
`COc1cc(-c2cccs2)cc(=O)c2c(C)oc(C)c12` gave GST TR-FRET counter 0.0%.
Screening O=C(COC(=O)c1ccccc1OC(F)F)Nc1ccc2[nH]c(=O)[nH]c2c1 returned GST TR-FRET counter >100µM*.
`C=CCN=c1scc(C)n1/N=C/c1ccc(O)c(O)c1` gave GST TR-FRET counter 16%.
Screening O=C(OCc1c(Cl)cccc1Cl)c1cccnc1Cl returned GST TR-FRET counter 1.6%.
Screening Cc1nc2ccc(S(=O)(=O)NC(C(=O)N3CCC(C)CC3)C(C)C)cc2s1 (centres undefined) returned GST TR-FRET counter 2.5%.
Screening CCNS(=O)(=O)c1ccc(NS(=O)(=O)c2cc(C)ccc2C)cc1 returned GST TR-FRET counter -3.4%.
Oc1c(CN2CCOCC2)cc(CN2CCOCC2)c(O)c1O was read as GST TR-FRET counter 7.4%.
For O=C(Nc1nc(-c2ccco2)c(-c2ccco2)s1)c1ccc(F)cc1F the results were GST TR-FRET counter -2.1%.
Screening COc1ccc(CNc2nc3ccccc3n2C)c(O)c1 returned GST TR-FRET counter 6.1%.
For COc1cc(CNCCc2ccc(F)cc2)ccc1OCc1ccc(Cl)nc1 the results were GST TR-FRET counter 7.2%.
`CCOc1cc(N2CCOCC2)c(OCC)cc1NS(=O)(=O)c1ccc(Cl)s1` gave GST TR-FRET counter 9.8%.
CCOC(=O)CSc1nc(CC)nc2ccccc12 was read as GST TR-FRET counter 1.1%.
Screening Fc1ccc(C(CCCn2nnc(-c3cccnc3)n2)c2ccc(F)cc2)cc1 returned GST TR-FRET counter 1.5%.
For Cc1ccc(N=Nc2ccc(N)cc2C)c(S(N)(=O)=O)c1 the results were GST TR-FRET counter 3.1%.
`O=C(CCC(=O)NNc1nc2ccccc2c2nc(-c3ccccc3)nn12)NCCCN1CCOCC1` gave GST TR-FRET counter -0.5%.
COc1ccc(CN2C(=O)c3ccccc3C2C(=O)NCc2cccnc2)c(OC)c1 (centres undefined) was read as GST TR-FRET counter 0.4%.
Screening C=CC1=C(C(=O)O)N2C(=O)C(NC(=O)Cc3ccccc3)C2SC1 (centres undefined) returned GST TR-FRET counter -2.0%.
For CC(=O)Nc1ccc(OCC(=O)N2CCc3ccccc3C2)cc1 the results were GST TR-FRET counter -0.8%.
For CC(C)C(C(=O)OCC(=O)c1ccc2c(c1)NC(=O)CO2)N1C(=O)c2ccccc2C1=O (centres undefined) the results were GST TR-FRET counter -6.8%.
`CCCCn1c(SCC(=O)Nc2ccc3c(c2)OCCO3)nnc1C(CC)N(C)C` (centres undefined) gave GST TR-FRET counter 6.9%.
CCn1c(C)nc2cc(C(=O)N/N=C/c3ccc(O)c(O)c3O)ccc21 was read as GST TR-FRET counter 45µM*.
`CC(C)CC(NC(=O)/C(=C/c1ccco1)NC(=O)c1ccc(Br)o1)C(=O)O` (centres undefined) gave GST TR-FRET counter 0.5%.
O=C(Nc1ccc(-c2noc(-c3cccs3)n2)cc1)c1cccnc1 was read as GST TR-FRET counter -85%.
Screening COC(=O)c1ccc(NC(=O)CN2CCCC2)cc1 returned GST TR-FRET counter -2.8%.
Screening CCc1nnc(NC(=O)CC(CN(C)S(=O)(=O)c2ccccc2)c2ccccc2)s1 (centres undefined) returned GST TR-FRET counter 1.2%.
`CCCCC1=CC2=CC(=O)C(C)(OC(=O)c3cnc4ccccc4n3)C(=O)C2=CO1` (centres undefined) gave GST TR-FRET counter 7.6%.
COC(=O)CSc1nnc(CNC(=O)Cc2ccccc2)n1C was read as GST TR-FRET counter -1.1%.
Screening Cc1ccc(S(=O)(=O)N2CCCCC2)cc1C(=O)Nc1ccc2cn[nH]c2c1 returned GST TR-FRET counter 0.7%.

The last 4 compounds of the section before lead into the next:
Screening CCc1nnc(NC(=O)CC(CN(C)S(=O)(=O)c2ccccc2)c2ccccc2)s1 (centres undefined) returned GST TR-FRET counter 1.2%.
`CCCCC1=CC2=CC(=O)C(C)(OC(=O)c3cnc4ccccc4n3)C(=O)C2=CO1` (centres undefined) gave GST TR-FRET counter 7.6%.
COC(=O)CSc1nnc(CNC(=O)Cc2ccccc2)n1C was read as GST TR-FRET counter -1.1%.
Screening Cc1ccc(S(=O)(=O)N2CCCCC2)cc1C(=O)Nc1ccc2cn[nH]c2c1 returned GST TR-FRET counter 0.7%.
`CC(C)OCCCNC(=O)c1cccs1` gave GST TR-FRET counter 2.1%.
Cc1ccc(NCc2nnc(SCC(=O)N(Cc3ccccc3)C(C)(C)C)o2)c(C)c1 was read as GST TR-FRET counter -0.6%.
CCN(CC)CCCN1CC(O)=C(c2nc3ccccc3s2)C1=N was read as GST TR-FRET counter -3.8%.
`CC1CCCC(NC(=O)C2CCC(CNc3c(N4CCCC4)c(=O)c3=O)CC2)C1C` (centres undefined) gave GST TR-FRET counter 0.5%.
Screening Cc1cc(C#N)c2ccccc2n1 returned GST TR-FRET counter 3.6%.
For COCCn1c(N)c(NCc2ccccc2)c(=O)n(CC(=O)Nc2cc(C)ccc2C)c1=O the results were GST TR-FRET counter 5.5%.
COc1cc(/C=C/C=C2/CC/C(=C/C=C/c3ccc(O)c(OC)c3)C2=O)ccc1O was read as GST TR-FRET counter -0.8%.
For CC(C)C[C@H](NC(=O)c1nc[nH]c1C(=O)N1CCN(c2ccccc2)CC1)C(=O)OC(C)(C)C the results were GST TR-FRET counter 1.8%.
COc1cc(NC(=O)c2nnn(Cc3ccc(SC)cc3)c2N)cc(OC)c1 was read as GST TR-FRET counter -0.2%.
`Cc1ccc2nsnc2c1S(=O)(=O)N(CCO)Cc1cc2cc3c(cc2[nH]c1=O)OCCO3` gave GST TR-FRET counter 5.6%.

Some of these compounds in order of count of non-hydrogen atoms, lowest first.
`CC(C)OCCCNC(=O)c1cccs1` gave GST TR-FRET counter 2.1%.
`CC1CCCC(NC(=O)C2CCC(CNc3c(N4CCCC4)c(=O)c3=O)CC2)C1C` (centres undefined) gave GST TR-FRET counter 0.5%.
Cc1ccc(NCc2nnc(SCC(=O)N(Cc3ccccc3)C(C)(C)C)o2)c(C)c1 was read as GST TR-FRET counter -0.6%.

(next part)
Screening Cc1cn(C2CCCCO2)c(=O)[nH]c1=O (centres undefined) returned GST TR-FRET counter 2.7%.
CCOC(=O)Cn1c(=O)n(CC(=O)OCC)c2ccccc21 was read as GST TR-FRET counter -1.6%.
`COc1ccc(CC(NC(C)=O)C(=O)NC2CCN(S(=O)(=O)c3cccc4ccccc34)CC2)cc1OC` (centres undefined) gave GST TR-FRET counter -3.2%.
Screening Cc1ccc(N=Cc2nc(-c3ccco3)oc2O)cc1 returned GST TR-FRET counter -11%.
Cc1nc(OCc2ccccc2)c2ccccc2n1 was read as GST TR-FRET counter 5.1%.
COc1ccc2cc(C(=O)N3CCOCC3)sc(=O)c2c1OC was read as GST TR-FRET counter -3.0%.
For NS(=O)(=O)c1ccc(N/N=C/c2ccc(O)c(O)c2O)c([N+](=O)[O-])c1 the results were GST TR-FRET counter 5.9%.
`COC(=O)c1ccccc1NC(=O)CSCC(=O)Nc1ccccc1` gave GST TR-FRET counter -0.2%.
Screening Cc1ccc2cc3c(NC(=O)c4cccnc4)nn(C)c3nc2c1 returned GST TR-FRET counter 4.5%.
Screening O=C(CN1C(=O)c2ccccc2C1=O)NCC(=O)OCC(=O)c1cccc([N+](=O)[O-])c1 returned GST TR-FRET counter 4.0%.
`COc1ccc(-c2noc(Cc3cccs3)n2)cc1` gave GST TR-FRET counter 1.0%.
Screening Cc1cccc2c1c1ccc3c(c1n2C)C(=O)C=CC3=O returned GST TR-FRET counter -1.6%.
`CC(C)(C)C1CCC(OC(=O)C[N+]2(C)CCCCC2)CC1` (centres undefined) gave GST TR-FRET counter 2.4%.
COc1ccc(NC(=O)CN2CCC(C(N)=O)CC2)cc1 was read as GST TR-FRET counter -1.6%.
Screening O=C(C1CCCO1)N1CCC(c2nc3ccccc3[nH]2)CC1 (centres undefined) returned GST TR-FRET counter 1.1%.
O=C(CCc1nc(-c2ccccc2F)no1)NC1CCCCCC1 was read as GST TR-FRET counter 4.8%.
`Nc1nc(SCC(=O)OCc2ccccc2)[nH]c(=O)c1NC(=O)c1ccco1` gave GST TR-FRET counter 3.8%.
O=c1[nH]c2ccc(NS(=O)(=O)c3ccc(F)c(Cl)c3)cc2[nH]1 was read as GST TR-FRET counter 4.0%.
For COc1ccc(-c2ccc(C#N)c(SCC(=O)Nc3sc4c(c3C#N)CCC4)n2)cc1OC the results were GST TR-FRET counter 2.3%.
Cc1nc(N(C)C)c2sc(=S)n(C)c2n1 was read as GST TR-FRET counter 4.3%.

Next section, starting with the last 3 of the part before.
O=c1[nH]c2ccc(NS(=O)(=O)c3ccc(F)c(Cl)c3)cc2[nH]1 was read as GST TR-FRET counter 4.0%.
For COc1ccc(-c2ccc(C#N)c(SCC(=O)Nc3sc4c(c3C#N)CCC4)n2)cc1OC the results were GST TR-FRET counter 2.3%.
Cc1nc(N(C)C)c2sc(=S)n(C)c2n1 was read as GST TR-FRET counter 4.3%.
`CCn1c(SCC(=O)OC)nc2sc3c(c2c1=O)CCC3` gave GST TR-FRET counter 4.5%.
CCOc1ccccc1C(=S)NC1CCCCC1 was read as GST TR-FRET counter 0.7%.
Screening O=c1cc(-c2ccc(O)c(O)c2)oc2cc(O)c(C3OC(CO)C(O)C(O)C3O)c(O)c12 (centres undefined) returned GST TR-FRET counter -0.8%.
For Cc1ccc(CNC(=O)C2c3ccccc3C(=O)N3CCc4ccccc4C23)o1 (centres undefined) the results were GST TR-FRET counter -4.0%.
Cn1c(N)c(C(=O)CCl)c(=O)n(Cc2ccccc2)c1=O was read as GST TR-FRET counter 2.6%.
O=C(Nc1cccc(C(F)(F)F)c1)c1ccc2nc(-c3ccco3)c(-c3ccco3)nc2c1 was read as GST TR-FRET counter 4.7%.
CC(=O)Nn1cc2c(=O)n(C)c(=O)n(C)c2c1 was read as GST TR-FRET counter 3.6%.
For Cc1cc(C)c([N+](=O)[O-])cc1-c1ccc(/C=N/c2c(-c3ccco3)nc3ccccn23)o1 the results were GST TR-FRET counter inconclusive.
O=C(CCNS(=O)(=O)c1ccc(Cl)cc1)NCc1cccnc1 was read as GST TR-FRET counter 1.2%.
CC(=O)Nc1ccc(NC(=O)c2sc3nc4c(c(-c5ccc(C)cc5)c3c2N)CCC4)cc1 was read as GST TR-FRET counter -7.9%.
Screening Cc1nn(Cc2ccc(F)cc2)c(C)c1NC(=O)c1noc2c1CCc1ccccc1-2 returned GST TR-FRET counter -1.3%.

An excerpt; count on the stated rates, not on these rows.
